# Screens as filed in PubChem BioAssay.
# GRK2 inh: human GRK2 inhibition via aptamer displacement. P25098. bead flow cytometry, FAM-aptamer displacement from GRK2. inhibition of aptamer binding, % at 10 µM. 0.59% of 330,000 active;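 active = inhibition of aptamer binding above 40%, roughly 3 SD of noise, on plates passing a quality check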;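 note: median bead fluorescence of bound FAM aptamer so fluorescent compounds give negative values; no value below 0 was filed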
# Target sequence (P25098 whole entry, looked up): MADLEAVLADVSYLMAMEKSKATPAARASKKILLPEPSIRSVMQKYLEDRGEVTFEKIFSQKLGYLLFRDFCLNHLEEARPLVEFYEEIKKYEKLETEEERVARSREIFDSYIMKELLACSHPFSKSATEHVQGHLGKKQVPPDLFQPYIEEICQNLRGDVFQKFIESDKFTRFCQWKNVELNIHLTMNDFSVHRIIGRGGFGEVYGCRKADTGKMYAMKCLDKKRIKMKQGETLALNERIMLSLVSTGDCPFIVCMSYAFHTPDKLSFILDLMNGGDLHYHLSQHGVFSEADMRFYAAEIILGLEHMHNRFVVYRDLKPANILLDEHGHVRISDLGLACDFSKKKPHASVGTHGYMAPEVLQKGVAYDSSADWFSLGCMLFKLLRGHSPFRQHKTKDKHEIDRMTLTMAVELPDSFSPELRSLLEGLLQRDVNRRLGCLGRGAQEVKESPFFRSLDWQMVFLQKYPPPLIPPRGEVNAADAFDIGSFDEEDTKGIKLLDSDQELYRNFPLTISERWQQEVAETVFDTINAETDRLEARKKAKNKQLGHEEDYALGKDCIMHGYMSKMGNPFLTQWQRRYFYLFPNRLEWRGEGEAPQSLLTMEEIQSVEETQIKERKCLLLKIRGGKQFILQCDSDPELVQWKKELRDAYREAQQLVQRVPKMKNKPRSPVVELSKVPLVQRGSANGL
# RPL19A TOR yeast: modulators of TOR pathway RPL19A-GFP in S. cerevisiae | 0.3% of 330,000 active | S. cerevisiae RPL19A-GFP strain, flow cytometry, 3 h; active compounds read low | percent response vs DMSO, % at 10 µM;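 active = percent response vs DMSO below 50%; inconclusive = fewer than 70 events counted for the yeast strain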;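 note: median channel GFP fluorescence of the barcoded RPL19A-GFP strain; ratio of sample median GFP to plate DMSO average so 100% = DMSO; lower means less RPL19A-GFP as with rapamycin TOR inhibition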
# GASC-1 inh: blocks human GASC-1 demethylase activity; Q9H3R0; GST-JMJD2C(1-420) H3K9me3 demethylation, DELFIA europium; inhibition, % at 2.35 µM; 0.069% of 330,000 active; AID 2099;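 active = more than half of a compound's replicate wells show inhibition beyond 50%, single wells judged on their own value; inconclusive = some, but no more than half, of replicates pass 50% inhibition; inactive = no replicate passes 50% inhibition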;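 note: signal counts dimethyl H3K9 product captured on neutravidin plate; 0% = median of DMSO wells and 100% = 0.3 times that DMSO median; strong numbers were not always called active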
# Target sequence (Q9H3R0 1-420 limits assumed): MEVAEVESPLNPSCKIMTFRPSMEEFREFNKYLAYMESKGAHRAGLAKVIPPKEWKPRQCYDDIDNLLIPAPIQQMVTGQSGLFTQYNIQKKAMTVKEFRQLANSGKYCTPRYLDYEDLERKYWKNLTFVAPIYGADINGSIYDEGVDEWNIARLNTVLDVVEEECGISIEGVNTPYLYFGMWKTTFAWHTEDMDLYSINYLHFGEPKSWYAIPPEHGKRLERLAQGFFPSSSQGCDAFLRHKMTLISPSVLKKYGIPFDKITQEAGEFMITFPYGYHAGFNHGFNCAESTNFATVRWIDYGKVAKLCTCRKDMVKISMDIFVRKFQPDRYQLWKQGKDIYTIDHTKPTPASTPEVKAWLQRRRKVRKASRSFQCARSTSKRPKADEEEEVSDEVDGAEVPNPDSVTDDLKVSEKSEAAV
# CIT2-GFP yeast: modulators of TOR pathway CIT2-GFP in S. cerevisiae | 0.065% of 320,000 active | S. cerevisiae CIT2-GFP strain, flow cytometry, 3 h; 100 means same as DMSO wells | AID 2029 | GFP response vs DMSO, % at 10 µM;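 active = GFP response relative to DMSO above a set limit, near the screen mean plus 3 SD, cut at about 150% in these data; inconclusive = Fewer than 70 cells measured for a yeast strain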;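 note: ratio of well median GFP fluorescence to mean of DMSO wells on the plate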
# LAP4-GFP MLPCN: alters LAP4-GFP fluorescence in TOR pathway yeast screen; S. cerevisiae LAP4-GFP multiplex, flow cytometry GFP, 3 h; median GFP as percent of DMSO wells; GFP response vs DMSO, % at 10 µM; 0.34% of 320,000 active; AID 2023;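 active = GFP response vs DMSO above a set limit, about the screen mean plus 3 SD, cut at about 150% in these data; inconclusive = under 70 cell events counted for the yeast strain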
# VLA-4 inh: inhibition in a human VLA-4 binding assay | P13612 | VLA-4 expressing cells, ligand binding flow cytometry | inhibition, % (about 7 µM as worked out from the volumes in the protocol) | 0.2% of 330,000 active; in the data active = inhibition above about 50%
# MEP2-GFP yeast: yeast TOR pathway MEP2-GFP modulation; AID 2016; 0.51% of 330,000 active; S. cerevisiae MEP2-GFP strain, flow cytometry GFP, 3 h; 100% = DMSO control level; GFP response vs DMSO, % at 10 µM;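 active = GFP response versus DMSO above a set limit, roughly screen mean plus 3 SD, cut at about 180% in these data; inconclusive = fewer than 70 cells counted for a yeast strain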;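 note: median GFP fluorescence of the barcode-gated MEP2-GFP cells per well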
# AGP1 TOR yeast: yeast TOR pathway AGP1-GFP modulation; S. cerevisiae AGP1-GFP multiplex flow cytometry, 3 h; GFP as percent of DMSO wells; GFP response vs DMSO, % at 10 µM; 0.02% of 320,000 active;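 active = GFP response relative to DMSO above a set limit, near screen average plus 3 SD, cut at about 150% in these data; inconclusive = fewer than 70 cells counted for the yeast strain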;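 note: median GFP channel fluorescence of the gated AGP1 strain per well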
# Starred values were filed as active, the others as inactive; u = inconclusive; x = no result given; & = joins results of further samples; [ ] = dose if it differs, or a comment. The order is random (roughly 1.7% active in at least one column).
SMILES,GRK2 inh,RPL19A TOR yeast,GASC-1 inh,CIT2-GFP yeast,LAP4-GFP MLPCN,VLA-4 inh,MEP2-GFP yeast,AGP1 TOR yeast
COc1ccc(NS(=O)(=O)c2ccc(N3CCCC3)c(NC(=S)Nc3cccc(S(=O)(=O)N(C)C)c3)c2)cc1,2.0,100.5,-5.0,104.8,111.6,-10.6,98.1,108.8
CCOc1ccc(C(=O)Nc2ccc(C(=O)N3CCOCC3)cc2)c(OCC)c1,1.0,102.5,0.8,103.3,85.8,-4.1,104.0,100.3
CCOC(=O)CC1=C(C(=O)OCC)C(c2cc(OC)c(OC)cc2OC)C(C#N)=C(N)O1 (centres undefined),3.0,100.3,-5.5,107.9,97.7,-7.0,99.3,102.7
Cc1ccc(Cl)cc1N1CCN(C(=O)c2cc3c(=O)n(C)c4ccccc4c3n2C)CC1,7.0,95.5,5.3&-1.6,106.0,103.9,-35.4,108.7,102.6
COc1ccc(C(NC(C)=O)c2c(O)ccc3ccccc23)cc1OC (centres undefined),1.0,108.8,10.4,105.8,99.4,11.6,103.6,104.6
Cc1ccccc1C(=O)Nc1cccc(NC(=O)c2cccnc2)c1,0.0,96.1,-1.6,92.8,92.6,2.0,94.9,93.9
Cc1ccc(C(=O)N2CCN(c3ccc([N+](=O)[O-])cc3)CC2)o1,0.0,99.6,-19.7,91.5,95.4,-6.1,101.1,88.8
CCOc1ccc(NC(=O)Nc2nnc(CC)s2)cc1,0.0,96.2,8.4,94.6,92.9,7.9,96.7,92.6
Cc1cccc(NC(=O)Cn2c(O)c(N=NC(N)=S)c3ccccc32)c1,0.0,92.5,0.3,98.2,98.2,-1.9,89.4,102.6
NC1(N)OC(CN2C(=O)c3ccccc3C2=O)CS1 (centres undefined),1.0,100.6,4.3,100.9,96.2,3.1,99.8,105.3
COc1cccc2cc(-c3nc4ccccc4o3)c(=O)oc12,0.0,56.2,13.4,84.7,114.2,-11.9,103.0,66.7
CC1CCCC(C)N1C(=O)COC(=O)CNC(=O)c1sc2ccccc2c1Cl (centres undefined),0.0,103.1,1.3,91.4,97.0,-5.4,95.8,108.0
COc1cc(NC(=O)c2ccc(Cl)cc2)c(OC)cc1NC(=O)CN1CCOCC1,3.0,99.9,-2.6,102.0,105.7,-4.0,102.3,101.5
O=C(NCC(=O)N(c1ccccc1)C(C(=O)NC1CCCCC1)c1ccncc1)c1ccco1 (centres undefined),0.0,100.6,10.7,106.0,99.8,3.5,106.7,104.2
COCCNC(=O)COC(=O)c1ccc(OCC(=O)Nc2ccccc2OC)c(OC)c1,0.0,107.3,11.1,91.5,101.3,-3.1,109.1,113.2
CCOC(=O)C1=C(CNCCc2ccc(Cl)cc2)NC(=O)NC1c1ccc2c(c1)OCO2 (centres undefined),0.0,98.2,3.4,103.5,98.3,-2.7,101.7,106.6
Cc1cc2cc(CNC(=O)CCC(=O)O)ccc2n1C,0.0,107.0,3.3,104.0,100.3,15.8,102.3,106.4
OCC[C@@H]1C[C@H](O)[C@@H](O)[C@@]2(CCCCO2)O1,2.0,98.1,3.9,103.2,109.3,12.7,97.3,92.8
CCCCNC(=O)[C@H]1N2C(=O)c3c(ccc(OC)c3OC)C2SC1(C)C (some centres undefined),1.0,91.9,7.1,92.1,102.6,-27.0,101.5,94.8
Fc1cccc(Cl)c1Cn1nnc2c(NCc3ccncc3)ncnc21,0.0,102.5,8.8,101.2,107.6,6.0,99.8,108.4
Cc1ccc2[nH]c(-c3cccc(N)c3)cc2c1,1.0,97.2,10.5,100.1,107.2,4.6,107.7,99.0
COc1ccc(-c2cn3cc(C)ccc3n2)cc1F,0.0,91.8,-12.4,89.5,106.4,2.9,98.6,99.7
CCN(CC)CCN(C(=O)CN1C(=O)CCC1=O)c1nc2cc3c(cc2s1)OCO3,1.0,50.4[may fluoresce violet],0.8,u,83.0[may fluoresce violet],-2.4,200.2*[may fluoresce violet],u
COc1ccc(C(=O)OC(C)C(=O)NC2CCCC2)cc1S(=O)(=O)N1CCOCC1 (centres undefined),1.0,99.0,-7.7,99.5,104.4,-12.3,106.8,96.7
CSc1ccccc1NC(=O)CN(C)S(=O)(=O)c1ccc(F)cc1,3.0,98.9,-1.1,97.6,90.2,7.2,92.6,98.4

# Look-ups from the results shown.
# COCCNC(=O)COC(=O)c1ccc(OCC(=O)Nc2ccccc2OC)c(OC)c1 in RPL19A TOR yeast: 107.3
# CSc1ccccc1NC(=O)CN(C)S(=O)(=O)c1ccc(F)cc1 in CIT2-GFP yeast: 97.6

# More records
SMILES,GRK2 inh,RPL19A TOR yeast,GASC-1 inh,CIT2-GFP yeast,LAP4-GFP MLPCN,VLA-4 inh,MEP2-GFP yeast,AGP1 TOR yeast
CC1CC(=O)Nc2ccccc2N1C(=O)COc1ccc2ccccc2c1 (centres undefined),0.0,92.6,-5.2,100.4,90.0,17.4,100.3,97.7
CC1(C)CC(=O)C2=C(C1)N(Cc1cccnc1)C(=O)C2(NC(=O)C1CC1)C(F)(F)F (centres undefined),0.0,98.9,-3.6,100.3,102.9,6.0,101.5,105.7
COCc1cc(C)nc(NCCO)c1C#N,0.0,103.3,2.9,105.1,103.5,0.2,100.2,x
Cc1ccc(C(=O)Nc2nc(-c3ccc(F)cc3)cs2)o1,2.0,98.4,2.3,94.1,116.6,4.0,98.9,80.1
O=C(NC1=NCCS1)c1ccc(Cl)c(S(=O)(=O)N2CCCCC2)c1,2.0,101.8,4.4,97.2,102.1,11.0,97.5,99.3
Nc1nonc1-n1nnc(C(=O)N/N=C/c2ccc(OCc3cccc(Cl)c3)cc2)c1CN1CCCCC1,6.0,92.6,-4.5,93.7,91.6,-1.0,94.9,96.0
CCCCCC(=O)Nc1ccc(Cl)cn1,1.0,100.5,3.2,92.4,104.1,1.4,107.1,102.1
CCN1CCCC(CO)(Cc2ccccc2)C1 (centres undefined),0.0,96.6,-1.3,97.1,105.2,17.4,102.4,107.3
COc1ccc(-c2cc(C)no2)cc1S(=O)(=O)N1CC(=O)Nc2ccccc21,3.0,102.2,0.3,108.8,103.4,-56.7,111.7,104.5
O=C(CCCOc1ccccc1)Nc1ccc(Cl)c(S(=O)(=O)N2CCOCC2)c1,0.0,108.6,-1.1,110.3,102.4,0.4,111.3,106.3
O=C(NC(=S)N1CCN(Cc2ccccc2)CC1)c1ccco1,0.0,110.9,-3.0,101.9,100.8,18.1,101.1,94.1
CCOCCCNCc1cc(Cl)cc(Cl)c1OCC,2.0,95.5,-5.3,90.5,100.7,-16.4,93.5,99.5
Cc1cc(NC(=O)CSc2nnc3c(C)cc4c(C)ccc(C)c4n23)no1,0.0,95.3,5.5,99.6,96.6,3.1,97.9,96.8
CN1CC(=O)N(CC(=O)Nc2ccc(N(C)C)cc2)c2ccccc2C1=O,2.0,89.6,-97.9,83.6,90.4,3.0,92.6,x
O=C(Cn1nc(C(F)(F)F)c2c1CCCC2)N1CCOCC1,2.0,99.3,-4.4,88.9,95.0,-3.0,100.4,91.7
O=C(OCC(=O)N1CCOCC1)c1cccc(S(=O)(=O)Nc2ccc(F)cc2)c1,1.0,102.2,-8.3,99.2,105.2,7.7,100.8,102.0
COCCCN1C(=O)c2ccc(C(=O)OCC(=O)NCCc3ccccc3)cc2C1=O,0.0,101.4,9.2,99.0,109.8,4.5,95.8,103.2
Cc1cc(NC(=O)CCC(=O)N(CCC(C)C)C(C(=O)NC2CCCC2)c2cccnc2)no1 (centres undefined),0.0,99.5,-2.2,91.2,99.9,-7.2,94.8,97.6
COc1ccc(OC)c2c1cc(C(=O)N[C@H](C(=O)N1CCC[C@H]1C(=O)O)C(C)C)n2C,2.0,96.4,2.7,92.8,100.2,11.7,92.2,96.5
Cc1c(NC(=O)C(C)OC(=O)CNC(=O)c2ccc(C(C)(C)C)cc2)c(=O)n(-c2ccccc2)n1C (centres undefined),4.0,92.9,4.3,105.1,98.2,-9.9,108.2,85.1
OCC[C@@H]1C[C@H](O)[C@@H](O)[C@@]2(OCc3ccccc32)O1,4.0,103.8,1.0,96.0,96.7,20.2,104.1,103.8
Cc1cccc(NC(=S)N2CCN(S(=O)(=O)c3ccc(F)cc3)CC2)c1,1.0,99.9,-19.2,91.7,88.0,10.8,88.4,94.4
COc1cc2cnc(C3=CCCCC3)cc2cc1OC,0.0,96.7,1.0,86.2,94.3,6.2,95.4,95.8
CC1CCCCN1C(=S)Nc1ccc2nc3n(c(=O)c2c1)CCCCC3 (centres undefined),0.0,94.7,-1.9,87.3,98.7,-5.0,90.9,89.6
COc1ccc(C(=O)c2ccc(Cl)cc2)c2ccccc12,0.0,96.7,-8.3,107.5,108.3,10.0,95.3,101.0

# (more compounds)
SMILES,GRK2 inh,RPL19A TOR yeast,GASC-1 inh,CIT2-GFP yeast,LAP4-GFP MLPCN,VLA-4 inh,MEP2-GFP yeast,AGP1 TOR yeast
COc1ccc(/C=C/c2nc3ccccc3n2Cc2ccc(OC)c(OC)c2)cc1,0.0,98.5,2.8,101.7,93.1,5.2,102.6,96.9
Nc1c(C(=O)CSc2nnc(Cc3ccccc3)o2)c(=O)[nH]c(=O)n1C1CC1,2.0,101.6,3.8,90.8,107.4,0.0,104.8,100.9
O=C(CCCOc1ccccc1)Nc1ccc2c(c1)OCCO2,1.0,103.2,-1.0,102.1,108.5,36.1,99.0,101.4
O=C1CCCN2N=C(SCC(=O)N3CCCCC3)SC2=N1,0.0,57.9,2.9,96.6,92.5,20.4,142.7,60.6
CCn1c(SCC(=O)Nc2cccc(C)c2)nc2c(c1=O)SC(C)C2 (centres undefined),5.0,106.2,-3.0,103.0,101.9,6.8,110.6,110.8
Cc1ccc(SCC(=O)N2c3ccccc3Sc3ccccc32)cc1,2.0,97.1,0.2,94.8,99.7,5.6,98.8,95.7
C/C(=N\Nc1ncc(Cl)cc1Cl)c1ccc(N2CCOCC2)cc1,12.0,105.8,16.5,96.1,100.5,0.0,100.7,94.1
COc1ccc(CNS(=O)(=O)c2cc(Br)cc3c2N(C(C)=O)C(C)C3)cc1 (centres undefined),1.0,98.1,-7.5,99.5,94.4,8.0,100.4,100.3
Cc1ccccc1C(=O)NNC(=O)C1CC(=O)N(Cc2ccccc2)C1 (centres undefined),9.0,105.6,11.6,107.3,110.0,-2.0,118.9,115.4
O=C(COC(=O)CCC(=O)c1cccs1)Nc1cccc(S(=O)(=O)N2CCOCC2)c1,5.0,99.9,30.5,111.7,104.4,-9.3,107.8,105.2
COC(=O)c1oc(-c2ccccc2)nc1C,1.0,98.3,-9.0,107.5,96.1,1.7,62.2,80.8
CCc1ccc(C(C(=O)NCc2ccc(F)cc2)N(C(=O)c2csnn2)C2CC2)cc1 (centres undefined),0.0,101.1,-27.6,100.2,98.6,-0.7,108.5,105.1
COc1ccc(NC(=O)CC2Nc3cc(C)c(C)cc3NC2=O)c([N+](=O)[O-])c1 (centres undefined),0.0,104.6,-5.1,102.3,92.1,11.6,107.0,100.1
O=C(NC(=S)Nc1ncccn1)c1ccccc1Cl,0.0,100.3,3.3,101.6,94.9,0.8,98.6,98.6
C/C(=N/NC(=O)c1ccoc1C)c1ccc(NC(=O)c2ccncc2)cc1,6.0,107.3,0.9,106.8,101.3,0.7,112.3,103.5
Cc1nc2ccc(NC(=S)NC3CC3)cc2nc1C,0.0,97.0,-16.6,95.5,92.1,5.3,108.0,95.7
CC(=O)N1CCc2cc(S(=O)(=O)NCCCN3CCN(Cc4ccccc4)CC3)ccc21,0.0,95.9,2.0,93.6,96.1,0.4,100.0,98.6
